All columns: NCI-60 one-dose screen, growth in % after 48 h at 10 µM unless noted; 100 = growth as untreated, 0 = no growth, -100 = all killed.
MALME-3M = MALME-3M melanoma. actives 5.8% (n = 78,000). AID 1794766
LOX IMVI = LOX IMVI melanoma. actives 7.4% (n = 79,000). AID 1794757
SK-MEL-2 = SK-MEL-2 melanoma. actives 4.7% (n = 77,000)
SK-MEL-28 = SK-MEL-28 melanoma | actives 4.1% (n = 81,000) | AID 1794761
SK-MEL-5 = SK-MEL-5 melanoma. actives 6.4% (n = 80,000)
MDA-MB-435 = MDA-MB-435 melanoma; actives 7.8% (n = 82,000); AID 1794794
UACC-257 = UACC-257 melanoma; actives 4.4% (n = 78,000); AID 1794764
UACC-62 = UACC-62 melanoma | actives 5.4% (n = 81,000) | AID 1794756
Starred values were filed as active, the others as inactive; . = no result given; & = joins results of further samples. The calls were made as follows: active = growth percent below 10; inactive = the rest.

Each structure is followed by: MDA-MB-435	SK-MEL-28	LOX IMVI	SK-MEL-5	UACC-257	SK-MEL-2	MALME-3M	UACC-62
CCO/C=N/C1=C(C#N)C(c2ccc(Cl)cc2)c2sc3c(CC)cccc3c2O1 (configuration not stated)
 : -43*	61	30	21	70	39	.	16
c1ccc2nc(N3CCCCC3)c(N3CCCCCC3)nc2c1
 : 104	100	101	98	97	100	99	92
CC(C)(C)C(=O)/C=C/c1cccc([N+](=O)[O-])c1
 : 61	101	44	76	63	94	99	71
COc1ccc(C2=Nc3cccc4c3N(CCC4)C2c2ccc(OC)cc2)cc1 (configuration not stated)
 : 86	91	85	90	69	71	99	65
CCCCCC(=O)c1ccccc1
 : 118	129	.	107	98	94	111	107
C[C@H]1[C@H]2[C@H]3CC[C@@H]4[C@@]5(C)CCCNC(C)(C)[C@@H]5CC[C@@]4(C)[C@]3(C)CC[C@@]2(C(=O)N2CCN(C)CC2)CC[C@@H]1C
 : 102	105	100	104	108	109	106	93
CCOC(=O)C(=CNc1ccccc1[N+](=O)[O-])C(=O)OCC
 : 111	102	100	86	94	101	115	84
CNS(=O)(=O)c1ccc2c(c1)[nH]c(=S)n2C
 : 105	107	110	105	103	100	83	96
CC(=O)O[C@@]1(c2cn(-c3cccc(C(=O)O)c3)nn2)CC[C@H]2[C@@H]3CCC4=CC(=O)CC[C@@H]4[C@H]3CC[C@@]21C
 : 107	103	103	104	102	120	112	105
CCN(CC)C(C)CN1c2ccccc2Sc2ccccc21 (configuration not stated)
 : 91	86	84	95	76	85	91	91
CC(Cc1ccccc1)NN(CS(=O)(=O)O)CS(=O)(=O)O (configuration not stated)
 : 106	108	91	100	90	113	102	.
FC(F)(F)Oc1ccc(Oc2ccc(Nc3ncnc4onc(-c5ccccc5)c34)cc2)cc1
 : 102	104	96	97	98	107	101	88
COc1ccc(-c2nn(CC(=O)N3CCCC3)c3ncnc(N)c23)cc1
 : 96	99	98	100	96	105	83	89
O=C(/C=C/c1cccc(Cl)c1)c1ccc(Nc2nc(Nc3ccc(F)cc3)nc(Nc3ccc(Cl)cc3)n2)cc1
 : 117	112	104	91	100	72	108	108
O=C(CSc1nc2sc3c(c2c(=O)n1-c1ccc(Cl)cc1)CCCC3)Nc1nc(-c2ccc(Cl)cc2)cs1
 : 100	91	73	86	100	93	90	81
Cc1cccc[n+]1CCC(N)=O
 : 106	108	108	108	120	105	107	106
Cc1ccc(/C=N\NC(=O)c2[nH]c3ccc(F)cc3c2-c2ccccc2)cc1
 : -14*	72	27	-17*	60	23	16	45
O=C(Nc1ccccc1)c1cc([N+](=O)[O-])ccc1O
 : 110	119	100	97	99	101	100	95
CCN(CC)c1ccc(NC(=O)c2cccs2)cc1
 : 109	101	88	94	91	105	93	81
Nc1ccc(N=Nc2ccc(N)cc2)cc1
 : 100	125	83	92	97	98	120	87
CC1CC(=O)C2CC1C2(C)C (configuration not stated)
 : 107	109	93	105	101	92	95	101
COc1ccc(/C=C2\N=C3SCN(c4ccc(C#N)cc4)CN3C2=O)cc1
 : 104	94	88	96	.	.	120	87
CC1=C(C(=O)OCc2ccccc2)C(c2sccc2C)NC(=O)N1 (configuration not stated)
 : 91	122	101	103	.	91	92	84
Cn1c(CO)cnc1-c1ccccc1
 : 109	133	105	101	114	124	167	94
CCC(=O)c1cc2c(cc1C)C(C)(C)CCC2(C)C
 : 115	106	97	104	97	105	86	99
CC1CN(c2nc3sc4c(c3c(=O)[nH]2)CCCC4)CC(C)O1 (configuration not stated)
 : 101	108	98	99	.	118	88	101
COc1cc2nc3cc([N+](=O)[O-])ccc3c(NCCNCC(C)O)c2cc1OC (configuration not stated)
 : -88*	-20*	-36*	-82*	-56*	-30*	-74*	-57*
O=C(Nc1ccccc1O)c1ccc(-n2nc(-c3ccccc3)c3ccccc32)cc1
 : 98	104	95	99	88	93	96	82
CC(=O)N1N=C(c2ccc(Nc3nc(Nc4ccc(F)cc4)nc(Nc4ccc(Cl)cc4)n3)cc2)CC1c1ccc(N(C)C)cc1 (configuration not stated)
 : 19	60	63	32	47	31	63	35
COc1ccc([Si](C)(C)CNCCSS(=O)(=O)O)cc1
 : 81	74	96	90	101	71	115	78

Each structure is followed by: MDA-MB-435	SK-MEL-28	LOX IMVI	SK-MEL-5	UACC-257	SK-MEL-2	MALME-3M	UACC-62
CN(C=O)CCc1ccccc1
 : 100	108	100	101	109	106	110	97
Cc1nc2ccc(Br)cn2c1-c1nnc(SCc2c(F)c(F)c(F)c(F)c2F)o1
 : 100	104	93	85	108	101	93	72
CN(C)S(=O)(=O)c1oc(-c2ccccc2)nc1C#N
 : 79	88	-81*	93	103	110	-24*	98
COc1ccc(NC(=O)c2sc3nc4c(cc3c2N)C(=O)CCC4)c(OC)c1
 : 94	101	95	98	103	94	110	101
O=c1c2cc(F)ccc2sc2c(N3CCNCC3)nc3ccccc3c12
 : -87*	58	-99*	77	92	103	85	60
CCOC(=O)C(Cc1ccccc1)(C(=O)OCC)C(Br)C(=O)c1ccccc1 (configuration not stated)
 : 77	91	70	87	71	84	54	.
COc1ccc(-c2nc3ccc(-c4nnc(SCC(=O)Nc5ccc(C(=O)/C=C/c6ccc(OC)c(OC)c6)cc5)o4)cc3[nH]2)cc1
 : 94	96	44	84	98	94	85	84
Cc1cccc(C)c1Nc1nnc(-c2ccccc2)s1
 : 100	104	97	100	84	87	99	91
O=C(/C=C/c1ccc(C(F)(F)F)cc1)c1ccc(Nc2nc(NCCO)nc(N3CCOCC3)n2)cc1
 : 22	94	3.8*	46	99	109	97	56
CC/C=C\C[C@H]1C/C=C2/C(=O)C=C[C@]2(C)C/C=C\CCCC(=O)O1
 : 103	115	91	86	.	94	85	91
O=C(O)c1c(F)c(F)c(F)c(F)c1Cl
 : 99	105	99	101	114	107	88	.
O=C(Nc1ccc(CN2CCc3nc4cc(O)c(O)cc4cc32)cc1)Nc1ccc(Cl)c(C(F)(F)F)c1
 : 98	108	94	88	94	114	96	96
COc1cc(N(C(C)=O)c2ccc(O)cc2)c2ncccc2c1
 : 109&106	111&109	108&98	103&99	107&113	114&101	113&90	105&104
CCOC(=O)Cn1c(O)c(N=Nc2ccc(S(N)(=O)=O)cc2)c2ccccc21
 : 102	111	93	103	105	96	96	89
Cc1ccc(S(=O)(=O)C/C(=N\NC(=O)c2ccccc2)c2cc3ccccc3oc2=O)cc1
 : 100	107	104	95	88	107	112	102
CCCCCCCC/C=C\CCCCCCCCOc1ccccc1CC(=O)NCC[N+]1(C)CCCC1
 : 71	97	72	.	88	106	88	67
ClCc1ccc(-c2ccc(CCl)cc2)cc1
 : 95	98	63	84	95	78	92	79
COc1ccc(N=S=O)cc1
 : 105	108	101	112	116	113	105	101
C#Cc1cccc(Nc2nc(Cl)nc3cc(NC(=O)CCl)ccc23)c1
 : -77*	-94*	-77*	-91*	-54*	-76*	-83*	-81*
O=C(N/N=C/c1ccc(N2CCCCC2)cc1)c1cnc2n(c1=O)CCCCC2
 : 106	103	89	97	101	103	93	93
O=C(Nc1cccc(Cn2c(=O)[nH]c3ccc(Oc4ncccn4)cc3c2=O)c1)Nc1ccccc1F
 : 94	96	87	87	85	94	91	82
CC1(C)CC[C@]2(C(=O)O)CC[C@]3(C)C(=CCC4[C@@]5(C)C[C@@H](O)[C@@H]6OC(c7cccc([N+](=O)[O-])c7)OC[C@@]6(C)C5CC[C@]43C)C2C1 (some centres not stated)
 : 86	87	43	65	103	88	87	69
COc1ccccc1N(CCO)CCO
 : 114	128	96	102	99	116	111	99
Cc1nn(-c2ccccc2)c(Cl)c1/C=C1\N=C(c2ccccc2)N(C(=O)c2ccccc2)NC1=O
 : 111	111	100	96	89	96	96	83
COc1ccc(C2C3=C(CCCC3=O)N(c3sc4c(c3C#N)CCCC4)c3nc(N)c(C#N)c(N)c32)cc1OC (configuration not stated)
 : 113	121	90	101	76	91	114	94
O=C1/C(=C/c2cccc([N+](=O)[O-])c2)Sc2scc(-c3ccc([N+](=O)[O-])cc3)[n+]21
 : 93	99	74	96	107	102	106	90
CC(C)n1c(NCCc2ccc(O)c(O)c2)nc2c1c(=O)n(C)c(=O)n2C
 : 99	102	95	93	.	107	98	94
c1ccc(-n2cccn2)cc1
 : 99	116	98	103	99	108	100	104
Cc1ccc(CN(C)C)o1
 : 103	75	100	99	85	75	100	91
CCCCCC1=C(C)C=C(C)CC1(C)CN(C)C (configuration not stated)
 : 109	118	99	128	99	114	105	105

By substructure, those above with two or more sulfur atoms.
Each structure is followed by: MDA-MB-435	SK-MEL-28	LOX IMVI	SK-MEL-5	UACC-257	SK-MEL-2	MALME-3M	UACC-62
CNS(=O)(=O)c1ccc2c(c1)[nH]c(=S)n2C
 : 105	107	110	105	103	100	83	96
CC(Cc1ccccc1)NN(CS(=O)(=O)O)CS(=O)(=O)O (configuration not stated)
 : 106	108	91	100	90	113	102	.
O=C(CSc1nc2sc3c(c2c(=O)n1-c1ccc(Cl)cc1)CCCC3)Nc1nc(-c2ccc(Cl)cc2)cs1
 : 100	91	73	86	100	93	90	81
COc1ccc([Si](C)(C)CNCCSS(=O)(=O)O)cc1
 : 81	74	96	90	101	71	115	78
O=C1/C(=C/c2cccc([N+](=O)[O-])c2)Sc2scc(-c3ccc([N+](=O)[O-])cc3)[n+]21
 : 93	99	74	96	107	102	106	90

Ordered by count of non-hydrogen atoms (smallest number first): part of the list above
Each structure is followed by: MDA-MB-435	SK-MEL-28	LOX IMVI	SK-MEL-5	UACC-257	SK-MEL-2	MALME-3M	UACC-62
Nc1ccc(N=Nc2ccc(N)cc2)cc1
 : 100	125	83	92	97	98	120	87
c1ccc2nc(N3CCCCC3)c(N3CCCCCC3)nc2c1
 : 104	100	101	98	97	100	99	92
COc1cc2nc3cc([N+](=O)[O-])ccc3c(NCCNCC(C)O)c2cc1OC (configuration not stated)
 : -88*	-20*	-36*	-82*	-56*	-30*	-74*	-57*

Looked up above.
LOX IMVI, O=C(O)c1c(F)c(F)c(F)c(F)c1Cl stands at 99
UACC-62, Cc1cccc(C)c1Nc1nnc(-c2ccccc2)s1 stands at 91

The results go on.
Each structure is followed by: MDA-MB-435	SK-MEL-28	LOX IMVI	SK-MEL-5	UACC-257	SK-MEL-2	MALME-3M	UACC-62
Cc1ccc(NC(=O)c2sc3nc(C)c(C(O)c4ccccc4)cc3c2N)cc1 (configuration not stated)
 : -13*	58	24	13	60	43	49	29
COc1cc(F)c(-c2nc3cccc(C)c3n2Cc2c(F)cccc2F)c(F)c1
 : 101	108	92	88	87	86	90	73
O=c1cc(COc2ccc(OCc3ccccc3)cc2)c2cc(Cl)ccc2o1
 : 99	115	96	97	94	92	97	87
N/C(=N\OC(=O)CSc1nc2ccccc2s1)c1ccc(Cl)cc1
 : 101	106	100	100	104	101	105	88
CCOC(=O)C(/C=C/C(C)C)(C(=O)OCC)C(C)C
 : 124	108	105	106	103	108	107	81
COc1cc2ncnc(-n3ncc4cc(NC(=O)Nc5ccccc5)ccc43)c2cc1OC
 : 32	-15*	1.7*	40	29	-4.2*	-14*	24
CCN1CCCC(OC(=O)C(c2ccccc2)C2CCCCC2)C1 (configuration not stated)
 : 117	107	86	93	104	80	114	100
O=CN1N=C(c2ccccc2)CC1c1cn(Cc2ccc(Cl)cc2)c2ccccc12 (configuration not stated)
 : 69	83	86	54	58	77	58	55
Cc1ccc(-c2nn(-c3ccccc3)cc2/C=C/C(=O)OCc2cn(-c3ccc([N+](=O)[O-])cc3)nn2)cc1
 : 86	106	80	89	112	100	70	75
CC(C)Sc1nc(Nc2ccc(C(=O)O)cc2)c(C#N)c(-c2ccccc2)n1
 : 95	95	96	94	104	96	97	88
Nc1nc(N)nc(N[C@@H]2C[C@H](CO)[C@@H](O)[C@H]2O)n1
 : 103	.	98	103	100	105	108	108
N#Cc1c2c(nn(-c3ccccc3)c1=O)C(O)=C([N+](=O)[O-])C(c1ccc(Cl)cc1)C2 (configuration not stated)
 : 100	106	86	90	106	89	77	85
CCCCCN1C=C/C(=C\C(=O)N(C)c2cccc3ccccc23)c2ccccc21
 : 100	107	98	98	106	109	94	87
O=C1CC(=P(c2ccccc2)(c2ccccc2)c2ccccc2)C(=O)N1c1ccccc1
 : 114&98	105&105	95&106	105&99	101&104	117&98	97&126	95&95
COc1ccc(Nc2nnc(SCc3ccccc3F)s2)cc1
 : 99	109	104	104	106	83	119	75
Cn1c(=O)n(C)c2ccccc21
 : 111	111	99	110	120	118	107	110
C/C=C1\OC(n2cnc3c(N)ncnc32)C(O)C1O (configuration not stated)
 : 97	107	97	104	.	117	99	110
CN(C)c1ccc(/C=C\c2cccc[n+]2C)cc1
 : 34	57	50	24	32	76	57	81
O=C(Nc1cccc(OS(=O)(=O)c2ccc(F)cc2)c1)C12CC3CC(CC(C3)C1)C2
 : 88	89	84	63	.	79	105	75
C/C1=C\CC[C@@]2(C)O[C@H]2[C@H]2OC(=O)C(COc3ccc4ccccc4c3)[C@@H]2CC1 (some centres not stated)
 : 99	108	91	99	.	104	101	74
CCOc1ccccc1/C=N\NC(=O)C1CC1
 : 108	113	.	110	102	96	.	99
Nc1ccc(Nc2nccc(-c3ccc4ccccc4c3)n2)cc1
 : 8.5*	57	38	47	59	5.5*	59	32
Cc1oc(-c2ccc3cccnc3n2)nc1CNC1CCCCCC1
 : 111	113	98	102	115	107	96	105
C=C(C)[C@@H]1CC[C@]2(C)[C@H](CC=C3[C@@H]4CC(C)(C)CC[C@]4(C(=O)N4CCOCC4)CC[C@]32C)[C@@]1(C)CCC#N
 : 70	95	91	71	54	80	93	71
COc1cccc(/C=C/[C@@H](O)[C@@H](O)[C@@H]2O[C@H]2C)c1CO
 : 107	116	94	103	.	99	84	103
CCOc1ccc(I)cc1
 : 112	107	100	118	104	130	108	95
Cn1ncc2ncc(-c3ccc4ncnc(NCc5ccccc5)c4c3)cc21
 : 92	89	95	94	92	97	117	89

From PubChem
